Wee1 degr inh – inhibitors of human Wee1 degradation; P30291; HeLa Luc-Wee1K328M stability, luciferase luminescence; 100% = proteasome inhibitor MG132 effect; AID 1321; reporter increase, % at 5 µM; hit rate 1.2% among 220,000;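 active means activation above the mean of all tested compounds plus 3 SD, set per screening run, cut at about 8.8% in these data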;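 further: cells exposed to compound for 20 h before luminescence read; 0% = DMSO alone and 100% = MG132 at 30 µM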
FXIIa inh 1536 – inhibitors of human coagulation factor XIIa | purified FXIIa, Boc-QGR-AMC fluorogenic substrate, 2 h | inhibition, % at 5 µM | hit rate 0.3% among 220,000 | AID 800; in the data active means inhibition above about 40%;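 further: 0% = enzyme with no compound and 100% = blank without enzyme; many of its hits are not listed in these tables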
Runt-CBFb FRET – Runt domain-CBFb interaction inhibition; Q01196+Q13951; Cerulean-Runt/Venus-CBFb FRET ratio 530/480, 1 h; inhibition, % at 20 µM; hit rate 0.46% among 220,000;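 active means inhibition over about 50% at 20 µM in the single-dose screen, limit read from the data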;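 further: 0% = DMSO wells and 100% = excess unlabeled CBFb competitor control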
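Doses: 20 µM compound in 1% DMSO | Material: Cerulean-labeled Runt domain protein | Amount: Each fluorescent fusion protein 100 nM | Schedule: Two 1 h room-temperature incubations shielded from light | Measured by: FRET fluorescence | Evaluation: Loss of energy transfer signal | Controls: Unlabeled CBFb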
FXIa inh – factor XIa (human) inhibition; purified FXIa, Boc-Glu-Ala-Arg-AMC fluorogenic substrate; inhibition, % at 5 µM; hit rate 0.14% among 220,000; AID 798;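 active means inhibition of at least 40%; inactive means inhibition below 40%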;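 further: fluorescence of freed AMC excited at 355 nm; 0% = enzyme without compound and 100% = no enzyme blank; many of its hits are not listed in these tables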
KLK5 inh – inhibitors of human kallikrein 5; Q9Y337; recombinant hK5, fluorogenic AMC substrate cleavage; inhibition, % at 5 µM; hit rate 0.59% among 210,000; AID 873;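 active means inhibition of 40% or more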;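 further: 0% = enzyme controls without compound and 100% = no-enzyme blanks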
Target sequence (Q9Y337 67-293 limits assumed): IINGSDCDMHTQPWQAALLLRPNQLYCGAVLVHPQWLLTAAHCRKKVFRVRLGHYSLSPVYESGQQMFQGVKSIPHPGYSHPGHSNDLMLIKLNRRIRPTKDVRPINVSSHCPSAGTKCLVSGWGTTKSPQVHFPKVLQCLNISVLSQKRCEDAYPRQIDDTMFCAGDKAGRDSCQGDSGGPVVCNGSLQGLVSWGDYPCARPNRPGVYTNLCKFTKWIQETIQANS
14-3-3 Bad inh – disrupts binding of bovine 14-3-3 zeta to phospho-Bad peptide. P63103. TR-FRET 14-3-3zeta/Dy647-pBad peptide displacement, 1 h. inhibition, % at 21.7 µM. hit rate 0.71% among 220,000. AID 781;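 active means inhibition above about 70%, limit read from the data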;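 further: 0% = full 14-3-3 plus peptide FRET controls and 100% = background without 14-3-3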
Target sequence (P63103 whole entry, looked up): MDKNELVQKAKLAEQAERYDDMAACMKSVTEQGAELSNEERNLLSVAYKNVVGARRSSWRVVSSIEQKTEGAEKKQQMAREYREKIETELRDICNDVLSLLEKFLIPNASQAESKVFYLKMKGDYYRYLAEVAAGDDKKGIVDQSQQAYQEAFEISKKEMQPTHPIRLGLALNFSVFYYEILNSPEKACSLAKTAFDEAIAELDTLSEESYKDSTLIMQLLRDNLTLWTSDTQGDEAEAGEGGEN
Hck-Nef inh – human Hck-Nef kinase inhibition. hit rate 0.68% among 220,000. Recombinant Hck-YEEI plus Nef, Z-Lyte FRET kinase assay. inhibition, % at 20 µM. AID 463187;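 active means Hck-Nef kinase inhibition above about 50%, limit read from the data; inactive means inhibition below that limit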;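 further: 0% = DMSO with Hck plus Nef and 100% = Hck alone without Nef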
Target sequence (P08631 whole entry, looked up): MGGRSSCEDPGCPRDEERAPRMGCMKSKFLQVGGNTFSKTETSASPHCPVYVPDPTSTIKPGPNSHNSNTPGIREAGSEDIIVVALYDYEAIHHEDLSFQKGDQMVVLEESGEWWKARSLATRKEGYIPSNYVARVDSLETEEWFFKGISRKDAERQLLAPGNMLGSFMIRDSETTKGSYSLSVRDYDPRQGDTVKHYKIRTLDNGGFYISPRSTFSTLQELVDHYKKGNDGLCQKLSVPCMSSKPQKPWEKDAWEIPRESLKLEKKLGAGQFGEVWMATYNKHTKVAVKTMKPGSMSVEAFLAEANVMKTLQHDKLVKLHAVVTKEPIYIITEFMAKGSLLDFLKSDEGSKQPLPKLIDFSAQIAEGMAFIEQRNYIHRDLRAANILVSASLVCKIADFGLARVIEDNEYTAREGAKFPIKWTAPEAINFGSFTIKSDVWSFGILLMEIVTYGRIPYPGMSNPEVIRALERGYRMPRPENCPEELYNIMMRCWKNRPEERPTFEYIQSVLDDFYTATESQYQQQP
Runt-SMMHC FRET – inhibitors of human RUNX1 Runt domain binding to CBFb-SMMHC | Q01196+Q13951 | Cerulean-Runt/Venus-CBFb-SMMHC FRET ratio 530/480, 1 h | inhibition, % at 20 µM | hit rate 0.74% among 220,000;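 active means mean inhibition across duplicate retests at 20 µM reaching about 50%, limit read from the data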;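 further: 0% = DMSO wells and 100% = wells with excess untagged CBFb-SMMHC; inhibitors lower the FRET ratio by blocking Runt binding to CBFb-SMMHC; some results filed as inactive read as strong as hits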
Thrombin inh – blocks human thrombin protease activity; P00734; hit rate 0.26% among 220,000; alpha-thrombin, Boc-VPR-AMC fluorogenic substrate cleavage; inhibition, % at 5 µM;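 active means inhibition at or above 40%; inactive means inhibition below 40%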;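 further: 0% = enzyme with no compound and 100% = wells without enzyme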
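Test system: human alpha-thrombin; medium: pH 7.5 Tris-saline with Tween 20; times: reaction at room temperature; signal: AMC fluorescence at 355 nm excitation and 460 nm emission; also added: Boc-VPR-AMC substrate, 15 µM final; dosing: one concentration per compound, 5 µM, with 0.2% DMSO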
Active calls of the source: *; . = no result given; [ ] = remark or other dose. These rows are one share of the data; count on the stated rates, not on these rows.

SMILES	Wee1 degr inh	FXIIa inh 1536	Runt-CBFb FRET	FXIa inh	KLK5 inh	14-3-3 Bad inh	Hck-Nef inh	Runt-SMMHC FRET	Thrombin inh
Cc1cc(NC(=O)COC(=O)c2c(C)nn(Cc3ccccc3)c2C)no1	2	9	-2	-4	-17	-3[fluorescence artefact?]	1	0	-9
Cc1ccc2c(c1)N(CCC(=O)N1CCC3(CC1)OCCO3)C(=O)CO2	4	16	1	-2	-29	-5	2	8	2
CC(/C=C(\C)Nc1ccccc1)=Nc1ccccc1	-1	10	-1	1	13	-5	-1	-6	-1
CCC(=O)c1cn(Cc2ccccc2C#N)c2ccccc12	2	4	-1	0	1	-5	-1	3	-6
CCOc1ccc(Cl)cc1CNCCc1ccccc1F	-1	7	-1	-1	-1	6	17	-1	1
O=C(Nc1nc(-c2ccccc2)c(-c2ccccc2)s1)c1ccc(S(=O)(=O)N(CCCl)CCCl)cc1	0	3	-5	-10	-15	-46	1	-10	-4
COc1ccc2c(c1)CC1(CN2C)C(=O)NC(=O)N(CCc2ccccc2)C1=O (stereo not drawn)	-4	0	-3	4	-39	8	3	-10	-6
Cc1oc(-c2ccccc2F)nc1CS(=O)CC(=O)N1CCC2(CC1)OCCO2 (stereo not drawn)	0	15	-3	1	-10	1	3	1	-1
O=C(c1cc(S(=O)(=O)N2CCOCC2)ccc1F)N1CCC2(CC1)OCCO2	-3	4	3	-2	-2	-1[fluorescence artefact?]	-5	1	-6
COc1ccc(N2C(=O)NC(=O)/C(=C/c3ccc([N+](=O)[O-])s3)C2=O)cc1	7	6	23	-4	-2	2	19	30	-6

Reprinted from the part before: 3 compounds; new compounds follow.
SMILES	Wee1 degr inh	FXIIa inh 1536	Runt-CBFb FRET	FXIa inh	KLK5 inh	14-3-3 Bad inh	Hck-Nef inh	Runt-SMMHC FRET	Thrombin inh
Cc1oc(-c2ccccc2F)nc1CS(=O)CC(=O)N1CCC2(CC1)OCCO2 (stereo not drawn)	0	15	-3	1	-10	1	3	1	-1
O=C(c1cc(S(=O)(=O)N2CCOCC2)ccc1F)N1CCC2(CC1)OCCO2	-3	4	3	-2	-2	-1[fluorescence artefact?]	-5	1	-6
COc1ccc(N2C(=O)NC(=O)/C(=C/c3ccc([N+](=O)[O-])s3)C2=O)cc1	7	6	23	-4	-2	2	19	30	-6
O=C(COC(=O)Cc1ccccc1)Nc1ccc(F)cc1	0	.	-2	0	3	-3	-60	-2	-5
C=CCN(CC=C)C(=O)Nc1ccc(OCC)cc1	0	26	-1	30	30	-6	-16	-4	29
NS(=O)(=O)c1ccc(N=Nc2c(O)[nH]c(=S)[nH]c2=O)cc1	1	5	-1	5	-3	-4	-4	-14	-2
COc1cc(N2CCOCC2)ccc1/C=C1\C(=O)NC(=O)N(C2CCCCC2)C1=O	1	15	-5	15	-14	1	4	-5	-1
CCC(=Nc1ccc2c(c1)CCC2)c1c(O)n(C2CCCCC2)c(=O)[nH]c1=O	-2	19	-3	4	18	9	0	1	3
COc1ccc(C(=O)N2CCCC2=O)cc1	-1	12	-1	12	2	-3	-5	1	-2
Cc1cc(C=C2C(=O)N(C)C(=S)N(C)C2=O)c(C)n1-c1cccnc1	0	18	6	9	-16	-5	18	-4	-1
CC12CC[C@H]3[C@@H](CCC4(O)C[C@H](O)CCC34/C=N/NC(=O)c3ccccc3O)C1(O)CCC2C1=CC(=O)OC1 (stereo partly drawn)	7	4	1	3	4	0	21	-2	-1
Cn1c(O)c(/C=N/NC(=O)c2ccncc2)c(=O)[nH]c1=S	3	4	32	6	-14	-13	-43	71*	-3
CCOc1ccccc1C1SCC(=O)Nc2c1c(=O)[nH]n2C(CC)CC (stereo not drawn)	3	13	0	2	1	6[fluorescence artefact?]	1	2	-2
CC12CCC3C(CCC4C/C(=N/O)CCC43C)C1CCC2O (stereo not drawn)	0	11	-2	11	0	2[fluorescence artefact?]	4	-4	4
CCC(=NCCCn1ccnc1)c1c(O)n(Cc2ccccc2)c(=O)[nH]c1=O	-2	6	2	1	4	-4	-2	1	2
COc1ccc(C2NCCc3[nH]cnc32)cc1 (stereo not drawn)	-5	6	-3	-8	-2	-5	9	-3	5
CN(Cc1c[nH]c2ccccc12)C1CCCCC1	1	26	0	22	-2	20	6	4	5
O=C(COc1ccccc1F)N1CCN(CCN2C(=O)c3cccc4cccc(c34)C2=O)CC1	0	10	-7	0	-2	-15	28	-6	-9
C#CCOc1ccc2c(c1)c(C(C)=O)c(C)n2Cc1ccccc1	-1	1	-3	-6	2	-3	10	-1	-5
CSC(=Nc1ccccc1)c1c(O)n(C)c(=O)n(C)c1=O	-2	4	-2	3	2	29	4	-5	-1
Cc1cc(C=C2C(=O)NC(=O)NC2=O)c(C)n1-c1ccc2c(c1)OCO2	0	0	2	-3	11	2	0	-141	22
Nc1c(C(=O)NCc2ccco2)c2nc3ccccc3nc2n1CCN1CCOCC1	1	-5	41	-10	-29	-7[fluorescence artefact?]	34	81*	-10
CCn1cc(CN2CCCC(C(=O)c3sccc3C)C2)cn1 (stereo not drawn)	11*	15	-1	2	.	-15	4	0	0

The list goes on (2 carried over from the part before).
SMILES	Wee1 degr inh	FXIIa inh 1536	Runt-CBFb FRET	FXIa inh	KLK5 inh	14-3-3 Bad inh	Hck-Nef inh	Runt-SMMHC FRET	Thrombin inh
Nc1c(C(=O)NCc2ccco2)c2nc3ccccc3nc2n1CCN1CCOCC1	1	-5	41	-10	-29	-7[fluorescence artefact?]	34	81*	-10
CCn1cc(CN2CCCC(C(=O)c3sccc3C)C2)cn1 (stereo not drawn)	11*	15	-1	2	.	-15	4	0	0
CC(=NCCN1CCOCC1)c1c(O)n(Cc2ccccc2)c(=O)[nH]c1=O	5	5	-2	-2	-19	-4	0	-2	-4
C/C(=N\Nc1ccccc1)c1c(O)n(C)c(=O)n(C)c1=O	1	9	8	7	0	-5	0	1	-8
CCCCNC(=O)NC(C(N)=O)P(=O)(OCC)OCC (stereo not drawn)	2	1	1	0	-2	-5	11	-7	-2
CCN(CC)CCN1Cc2ccccc2C1=N	0	7	4	2	-20	-3	0	7	-6
N#Cc1cc2c(nc1SCC(=O)Nc1cc(Cl)cc(Cl)c1)C1CCN2CC1	3	-3	-1	-6	10	5	0	1	-3
O=C1NC(=O)N(c2cccc(Br)c2)C(=O)/C1=C/c1ccsc1	-1	6	18	-1	6	-13	30	17	-13
C=Cc1ccc(Cn2c(C(=O)O)c(C=O)c3ccccc32)cc1	-1	5	-2	0	-15	2	5	-3	-1
CCC(C)N1Cc2ccccc2C1=N (stereo not drawn)	5	31	0	-6	-4	-7	-1	2	-4
CN1CCN(c2c(N)c(=O)oc3ccccc23)CC1	-1	16	1	4	-3	-12	-1	-2	1
CC(=NCCCn1ccnc1)c1c(O)n(-c2ccccc2)c(=O)[nH]c1=O	0	8	-1	-1	-2	2	19	0	-2
O=C(NCc1ccc(C(=O)N2CCC3(CC2)OCCO3)cc1)c1cccc(Br)c1	-3	0	-4	1	-13	8	0	0	0
CCOP(=O)(OCC)C(NC(=O)CC(C)C)C(Cl)(Cl)Cl (stereo not drawn)	0	4	1	0	0	-3	17	-1	-5
Cc1nn(Cc2ccccc2)c(C)c1C(=O)NCc1ccccc1F	1	7	.	-5	-11	-19	0	-7	-1
CSc1ncc(Cl)c(C(=O)O)n1	1	1	1	-21	-24	16[fluorescence artefact?]	1	4	4
CCOP(=O)(OCC)/C(C#N)=C/c1ccoc1	2	-1	2	-4	-14	-1	7	-2	-16
CCCCNC(=O)c1c(N)n(CCCOC)c2nc3ccccc3nc12	6	-4	5	-11	-160	3	48	54*	-4
CCN(CC)CCOC(=O)c1cc2cc(COC)ccc2o1	-1	-1	0	1	3	11[fluorescence artefact?]	-1	6	-20
COc1ccc(NC(=O)N2CCC3(CC2)OCCO3)c(OC)c1	4	5	0	-1	.	-3	-7	1	-2
CNCCc1ccccc1	.	8	0	3	-1	0	29	-3	0
CCOC(=O)c1ccc(N2C(=O)CC(N3CCC(C#N)(c4ccccc4)CC3)C2=O)cc1 (stereo not drawn)	1	-8	0	-1	-28	-17[fluorescence artefact?]	4	1	-9
CN(C)P(=O)(C(Cl)=C(N1CCCCC1)N1CCCCC1)N(C)C	0	14	-4	-2	-1	3	3	-3	-3
C#CCN1CCN(c2ccc(F)cc2)CC1	-1	2	-1	-4	-8	-15	-5	0	2
Cc1c(CCN)ccc2c1[nH]c1ccccc12	-4	9	-1	4	2	4	6	1	3
O=c1[nH]c2ccccc2c(=O)n1-c1cccc(Cl)c1	-2	10	-1	-2	-10	2	1	6	-6
Cc1ccccc1-n1c(O)c(/C=N/N2CCOCC2)c(=O)[nH]c1=S	-1	7	-3	5	-11	-3	-19	-8	-5
Cc1ccc(N2C(=O)NC(=O)/C(=C\c3ccsc3)C2=O)cc1C	-4	11	9	4	-3	2[fluorescence artefact?]	-1	12	-9
Nc1ccc2c(c1)Cc1ccccc1-2	3	1	0	2	-3	1	1	-1	-12
O=c1[nH]c(=O)n(Cc2ccc(F)cc2)c(O)c1C=NCC1CCCO1 (stereo not drawn)	8.9*	14	-1	2	1	3	1	-3	2
CCOc1ccc(N=Cc2c(O)n(-c3ccc(C)c(C)c3)c(=O)[nH]c2=O)cc1	0	6	-2	2	1	2	14	-2	-4
CCCCCn1c(=O)c(C(=O)NCc2ccccn2)c(O)c2ccccc21	-1	11	4	4	5	-11[fluorescence artefact?]	-1	5	-2
O=C1CCCN1CC#CCN1CCCC1	3	8	3	-1	-1	-1	15	0	-1
Cc1ccc(Cl)cc1-n1c(O)c(C=NCCCN2CCOCC2)c(=O)[nH]c1=O	1	18	-2	14	-5	-1	1	0	-2
C=CCN=C(SCC(=O)c1ccc(Cl)cc1)c1c(O)n(C)c(=O)n(C)c1=O	-2	-5	6	-4	-3	-2	14	-1	-6
COc1cc(/C=N/n2cnnc2)ccc1OC(=O)N(C)C	1	5	0	-7	-2	-13[fluorescence artefact?]	11	-56	-5
O=C(CCN1CCOCC1)NCC(=O)Nc1ccc(Br)cc1C(=O)c1ccccc1	-1	6	1	7	0	5	1	-2	-1
CNC(=O)Oc1ccc(-c2cn3cc(Cl)ccc3n2)cc1	4	14	-2	15	18	7	2	5	15
c1ccc(C2OCCN3CCCCC23)cc1 (stereo not drawn)	0	11	1	3	-9	-4	1	2	-4
Nc1ccc(S(=O)(=O)N2CC3CC(C2)c2cccc(=O)n2C3)cc1 (stereo not drawn)	-2	16	1	7	-5	-2	1	0	0
CSc1ccc(C(=O)C2CCCN(C)C2)cc1 (stereo not drawn)	0	5	-1	-2	.	-6	4	1	-3
Cc1ccc(-c2nc(CS(=O)CC(=O)N3CCC4(CC3)OCCO4)c(C)o2)cc1 (stereo not drawn)	2	16	0	2	-1	-3	-1	-1	-2
Cc1nn(Cc2ccccc2)c(C)c1C=C1C(=O)NC(=O)NC1=O	0	6	0	7	-21	0[fluorescence artefact?]	8	-1	-7
